TDP1 cell CPT – qHTS for Inhibitors of human tyrosyl-DNA phosphodiesterase 1 (TDP1): qHTS in cells in presence of CPT. chicken DT40 Tdp1-/-;hTDP1 cells + 20 nM CPT, ATP luminescence, 48 h. Potency, µM (doses to about 46.2 µM), for inactives: at the top dose activity change, negative = growth inhibition, most hits filed as inhibitors. hit rate 12% among 420,000; further: nearly all actives have a fitted effect of over 55% in size
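Chicken DT40 Tdp1-/- cells stably complemented with human TDP1 were seeded at 400 cells/well in medium containing 20 nM camptothecin, exposed to pin-transferred compounds, and grown at 37 °C for at least 48 hr. Viability was read as ATP luminescence.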
KAT2A inh – qHTS Assay for Inhibitors of GCN5L2; hit rate 0.21% among 390,000; GCN5L2 HAT assay, ThioGlo1 CoA-SH fluorescence; Histone acetyltransferase KAT2A (Homo sapiens), Q92830; Potency, µM (highest dose often 58.9 µM), for the others: at the highest dose activity change, negative = inhibition, hits mostly inhibitors
Target sequence (Q92830 whole entry, looked up): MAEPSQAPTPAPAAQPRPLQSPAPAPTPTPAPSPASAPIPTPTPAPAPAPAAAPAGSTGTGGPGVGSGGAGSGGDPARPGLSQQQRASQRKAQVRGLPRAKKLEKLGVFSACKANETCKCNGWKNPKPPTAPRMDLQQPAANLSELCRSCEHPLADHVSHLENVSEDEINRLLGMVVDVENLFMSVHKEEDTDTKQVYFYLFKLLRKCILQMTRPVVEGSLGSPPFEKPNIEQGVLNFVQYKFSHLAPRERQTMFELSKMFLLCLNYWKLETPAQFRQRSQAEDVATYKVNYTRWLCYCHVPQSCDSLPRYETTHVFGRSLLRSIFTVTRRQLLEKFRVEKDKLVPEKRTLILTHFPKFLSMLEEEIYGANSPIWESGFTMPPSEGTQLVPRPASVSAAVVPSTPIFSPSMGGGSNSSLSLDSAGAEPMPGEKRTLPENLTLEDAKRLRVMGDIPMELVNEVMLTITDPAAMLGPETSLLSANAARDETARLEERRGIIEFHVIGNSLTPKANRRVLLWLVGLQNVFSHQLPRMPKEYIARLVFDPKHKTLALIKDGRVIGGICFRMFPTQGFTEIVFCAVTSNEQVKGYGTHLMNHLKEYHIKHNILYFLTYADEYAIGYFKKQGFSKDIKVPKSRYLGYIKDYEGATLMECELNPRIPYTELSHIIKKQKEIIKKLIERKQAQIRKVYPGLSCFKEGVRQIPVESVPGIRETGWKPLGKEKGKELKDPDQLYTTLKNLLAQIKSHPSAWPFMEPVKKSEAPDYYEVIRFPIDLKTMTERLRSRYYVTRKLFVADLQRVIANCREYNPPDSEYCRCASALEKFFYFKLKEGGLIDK
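ThioGlo1-coupled HAT assay: 20nM GCN5L2, 70uM acetyl-CoA, 75uM H3(1-25) peptide, pH 7.5. Fluorescence read at 340/540nm at start and after 20 min at room temperature.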
TDP1 cell noCPT – qHTS for Inhibitors of human tyrosyl-DNA phosphodiesterase 1 (TDP1): qHTS in cells in absence of CPT; hit rate 15% among 420,000; DT40 Tdp1-/- hTDP1 cells, no CPT, ATP luminescence, 48 h; AID 686978, 2013; Potency, µM (top dose mostly 46.2 µM), for inactives: top-dose activity change, negative = growth inhibition, hits mostly inhibitors; further: nearly all actives have a fitted effect of over 55% in size
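Stably hTDP1-transfected Tdp1-null chicken DT40 cells were treated with library compounds minus camptothecin and grown for at least 48 hr at 37 °C, after which cellular ATP was quantified by luminescence.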
Numbers without * were called inactive; ? = inconclusive; · = not tested or not shown; & = joins results of further samples; [ ] = dose if it differs, or a comment. The call rests on the fitted dose curve; in most records, active means well fitted curve in the direction sought with a large enough effect; inconclusive means small, poorly fitted or top-dose-only effect, or another doubt; inactive means no such curve, though single readings can be large; an effect the other way counts as inactive or inconclusive. On the % scale 0 is the no-effect control and ±100 the full control effect; potency means the concentration at half of the fitted maximal effect.

SMILES	TDP1 cell CPT	KAT2A inh	TDP1 cell noCPT
COc1ccc(CN2CC(C(=O)NCc3ccc4c(c3)OCO4)CC2=O)cc1 (centres undefined)	-27%	-6%[0.501 µM]	-13%
CCc1cc(=O)oc2c(C)c(OCC(=O)NCC3CCC(C(=O)O)CC3)ccc12 (centres undefined)	-24%	3%	-13%
Cn1c(=O)c(=O)n(C)c2cc(S(=O)(=O)NCCOc3ccccc3)ccc21	-8%	-12%	-9%
COc1ccccc1C1CC(=O)Oc2cc(O)ccc21 (centres undefined)	-6%	-2%	3%
O=C(Cc1ccccc1)NCCSCc1ccccc1	-11%	-3%	-18%
O=C(CSc1nnc(-c2ccncc2)n1Cc1ccco1)Nc1cccc(O)c1	-14%	3%	-41%
O=C(Nn1cc(C(=O)Nc2ccccc2F)c2ccccc2c1=O)c1cnccn1	?	-4%	?
COc1ccc(/C=C/C(=O)N(C)C2(C)CCS(=O)(=O)C2)cc1 (centres undefined)	0%	-6%	1%
Cc1ccc2[nH]c3c(Cl)ncnc3c2c1	18%	12%	-17%
[N-]=[N+]=Nc1nc2c(N)ncnc2n1C1OC(CO)C(O)C1O (centres undefined)	0.41µM*	-13%	0.58µM*
Cc1ccc(NC2(C(N)=O)CCCC2)cc1	-6%	·	-11%
O=C(Nc1ccc(O)cc1)c1ccccc1OCc1ccccc1	?	-7%	?
COc1ccc(S(=O)(=O)N(C)C[C@@H]2OCc3cn(nn3)CCCC(=O)N([C@@H](C)CO)C[C@H]2C)cc1	-7%	·	2%
Cc1ccc(NC(=O)Cn2c(=O)n(Cc3ccc4c(c3)OCO4)c(=O)c3ccc(C(=O)NC4CCCCC4)cc32)c(C)c1	2.1µM*	-7%	?
COc1cc(Cl)c(C)cc1NC(=O)c1cnn(-c2ccc(C)cc2)c1-n1cccc1	2%	2%	-7%
O=C(Oc1cccc2cccnc12)c1ccc2c(c1)OCCO2	0.65µM*	-24%	1µM*
O=C(N/N=C/c1ccc2cccc(OCc3ccccc3)c2n1)c1ccc(Br)cc1	16µM*	?	?
Cc1ccc(Cn2nc(C)c(/C=N/NC(=O)c3cccnc3)c2C)cc1	4%	-11%	9%
CC(C)OC(=O)CSc1nc2c(cc1C#N)CCCCC2	-12%	2%	-5%
COc1ccc(Nc2ncc(C(=O)N3CCN(c4cccc(Cl)c4)CC3)c3ccccc23)cc1	15µM*	-12%	4.6µM*
Cc1ccc2c(CN3CCN(S(=O)(=O)c4ccccc4C(F)(F)F)CC3)cc(=O)oc2c1C	?	0%	23µM*
CC(C)c1c(O)ccc2c1CC[C@H]1C(C)(C)CCC[C@]21C	13µM*	·	?
CN1CCOc2cc(S(=O)(=O)N3CCN(c4nc(-c5cccs5)nc5ccccc45)CC3)ccc21	5%	·	?
O=C1CC(c2cccc(Cl)c2)Cc2nc(N3CCOCC3)ncc21 (centres undefined)	?	-20%	21µM*
O=c1cc(CCc2ccccc2)[nH]c(=O)[nH]1	7%	·	-4%
C=CCn1cc(C(=O)NCCCOC)c(=O)c2cc(S(=O)(=O)N3CCC(C)CC3)ccc21	?	·	-27%
O=CNc1cc(-c2ccc(C(=O)NC3CC3)cc2)cn2c(-c3ccc(F)c(Cl)c3)cnc12	18µM*	·	13µM*
COc1cc(C2C3=C(CCCC3=O)Nc3[nH]n(-c4ccccc4)c(=O)c32)ccc1OC(C)=O (centres undefined)	3%	-13%	13%
CC(C)c1ccc(NC(=O)c2cnc3sc(N4CCOCC4)nn3c2=O)cc1	-16%	-13%	-28%
N#C/C(=C\c1cccc(Br)c1)C(=O)N1CCCCC1	13µM*	-4%	12µM*
CCCn1c(SCCN2CCOCC2)nc2c1c(=O)n(C)c(=O)n2C	-13%	0%	6%
NNC(=O)c1cc2c(ccc3ccccc32)o1	?	-9%	?
Cc1cc(=O)c2c(O)cc(O)c(C)c2o1	?	-10%	21µM*
O=C(CN1CCN(Cc2ccc(F)cc2)C1=O)NCc1cccs1	11%	-5%	2%
COc1ccc(C2=CSC3=NCCN23)cc1F	9%	-3%	-4%
COCCn1cnc2c1c(=O)n(CC(=O)c1ccc3c(c1)OCCO3)c(=O)n2Cc1ccccc1	-12%	0%	-25%
COC(=O)[C@]1(Cc2ccccc2)N[C@H](CN(C)C(=O)Nc2ccc(C)cc2)[C@@H]2C(=O)N(C)C(=O)[C@@H]21	2%	-1%	2%
COC(=O)c1ccc(N2C(=O)CC(N(C)Cc3ccccc3)C2=O)cc1 (centres undefined)	?	-4%	?
Cc1nn(-c2cccc(Cl)c2)nc1C(=O)Nc1cccc(C(=O)NC2CC2)c1	?	0%	10µM*
Cc1ccc(S(=O)(=O)Cn2nnnc2C(C(C)C)N2CCC(C(N)=O)CC2)cc1 (centres undefined)	1%	-2%	-25%
CNC(=O)C1CCC(Cn2c(=O)c3sccc3n(CC(=O)N3CCCC(C)C3)c2=O)CC1 (centres undefined)	-4%	-11%	3%
CN(Cc1cn(C)nc1-c1ccccc1F)CC1CCN(Cc2ccccc2)CC1	?	-7%	?
Cc1csc(=O)n1CC(=O)Nc1ccc(Cl)cc1F	?	-4%	-24%
CCCCn1c(N)c(N(CCOC)C(=O)COC(=O)C(C)Oc2ccc(Cl)cc2)c(=O)[nH]c1=O (centres undefined)	-29%	-4%	2%
CCNC(=S)N1CCn2c(nc3ccccc32)C1	8%	-2%	-4%
CC(C)c1ccc(S(=O)(=O)NCc2ccc3c(c2)CCN3C(=O)c2ccccc2)cc1	23µM*	-12%	15µM*
COC(=O)c1cc(C(=O)OC)n(Cc2ccc(Br)cc2)n1	-17%	2%	0%
COc1ccc2oc(=O)c(C(=O)Nc3cccc(C(=O)O)c3)cc2c1	-15%	-8%	-10%
COCCNc1ncnc2c1ncn2[C@H]1CN(CCN2CCOCC2)C[C@@H](CO)O1	6%	·	-1%
O=S(=O)(/N=C(/Nc1cc(N2CCOCC2)ncn1)c1ccc(F)cc1)c1ccccc1	-2%&1%	-1%	-1%&-14%

The list goes on.
SMILES	TDP1 cell CPT	KAT2A inh	TDP1 cell noCPT
Cc1ccc(N(C)S(=O)(=O)c2cc3c(cc2C)NC(=O)CO3)cc1	?	?	?
Cn1c(=O)oc2cc(S(=O)(=O)N3CCCC(C(=O)NCCc4ccccc4)C3)ccc21 (centres undefined)	-14%	-2%	-26%
COc1cc(CNCCc2ccc(S(N)(=O)=O)cc2)ccc1OCC(=O)NC(C)(C)C	0%	29%	-5%
CC1(C)CC(=O)C/C(=N/NC(=O)c2ccc(-c3ccccc3)cc2)C1	?	1%	?
CCC(=O)N1CCc2cc(S(=O)(=O)NCCC(=O)Nc3ccc(C)cc3C)ccc21	?	-1%	23µM*
O=C(CN1C(=O)NC2(CCCC2)C1=O)Nc1ccc(F)c(Cl)c1	16%	-3%	-11%
CCN(C(=O)COC(=O)CCOc1cc(C)ccc1C)c1c(N)n(Cc2ccccc2)c(=O)[nH]c1=O	18µM*	·	?
O=S(=O)(NCc1csc(-c2cccnc2)n1)c1ccc(Br)cc1	-18%	-2%	-3%
O=C(CC1SC(=Nc2ccccc2)N(CCCO)C1=O)Nc1ccc(Cl)cc1 (centres undefined)	-22%	-3%	-23%
O=C(CCCc1ccccc1)NC1CC(=O)N(c2cccc(F)c2)C1 (centres undefined)	18%	-5%	-12%

Profiles as entered above. Screens in order: TDP1 cell CPT, KAT2A inh, TDP1 cell noCPT
Record of Cc1cc(=O)c2c(O)cc(O)c(C)c2o1 : ?, -10%, 21µM*
Record of Cc1ccc(NC(=O)Cn2c(=O)n(Cc3ccc4c(c3)OCO4)c(=O)c3ccc(C(=O)NC4CCCCC4)cc32)c(C)c1 : 2.1µM*, -7%, ?
Record of O=C(N/N=C/c1ccc2cccc(OCc3ccccc3)c2n1)c1ccc(Br)cc1 : 16µM*, ?, ?
Record of O=S(=O)(/N=C(/Nc1cc(N2CCOCC2)ncn1)c1ccc(F)cc1)c1ccccc1 : -2%&1%, -1%, -1%&-14%
Record of COC(=O)c1ccc(N2C(=O)CC(N(C)Cc3ccccc3)C2=O)cc1 (centres undefined) : ?, -4%, ?

Two compounds from above, showing only TDP1 cell CPT:
mol | TDP1 cell CPT
CC1(C)CC(=O)C/C(=N/NC(=O)c2ccc(-c3ccccc3)cc2)C1 | ?
O=S(=O)(NCc1csc(-c2cccnc2)n1)c1ccc(Br)cc1 | -18%

Further compounds
SMILES	TDP1 cell CPT	KAT2A inh	TDP1 cell noCPT
COc1cc(C2C(C(=O)c3ccco3)=C(O)C(=O)N2c2cc(C)on2)cc(Br)c1O (centres undefined)	5%	-13%	7%
C(=C\c1nc(-c2ccncc2)no1)/c1ccccc1	-7%	1%	16µM*
CCOC(=O)C(CCCP(=O)(c1ccccc1)c1ccccc1)(NC(C)=O)C(=O)OCC	-29%	-1%	-20%
CCOCCn1c(CCCO)nc2ccccc21	-5%	0%	1%
CCn1c(=O)n(-c2cccc(Cl)c2)c(=O)c2sc3ccccc3c21	?	0%	?
O=C(Nc1c2c(nn1-c1ccccc1)CS(=O)C2)c1ccc2c(c1)OCO2 (centres undefined)	3%	-3%	3%
Cn1c(SCc2ccccc2Cl)nnc1-c1cnccn1	1%	0%	-16%
Cc1cccc(NC(=S)Nc2cccc(C)n2)n1	?	13%	5.2µM*
Cc1ccc(-c2nc3ccc(C)cn3c2Cc2ccsc2)cc1	?	·	15µM*
CC1CCC(NC(=O)C2c3ccccc3C(=O)N2Cc2ccc3c(c2)OCO3)CC1 (centres undefined)	7%	0%	?
COc1ccc(S(=O)(=O)Nc2cccc(-c3ccc(N4CCC(C)CC4)nn3)c2)c(OC)c1	?	1%	?
CN(Cc1ccco1)S(=O)(=O)c1nnc(NC(=O)c2ccc(F)cc2)s1	-4%	1%	-4%
Cc1cc(NC(=O)CN2C(=O)NC(C)(c3ccccc3)C2=O)no1 (centres undefined)	1%	-3%	4%
COc1cccc(CN(C)C(=O)Cn2cc(C)c(=O)[nH]c2=O)c1	-21%	·	-10%
O=C(CCCNS(=O)(=O)c1cccc2nsnc12)NCc1ccccc1	-17%	-4%	-18%
O=C(COC(=O)c1ccncc1)Nc1cccc(Cl)c1	-4%	1%	-14%
CCn1c(C)cc(/C=C2\NC(=O)N(CC(=O)Nc3ccc(F)cc3)C2=O)c1C	15%	-9%	-7%
COC(=O)c1ccc(NC(=O)C2CC(=O)N(c3cc(C)ccc3C)C2)cc1 (centres undefined)	?	-4%	?
O=C(c1csnn1)N1CCC[C@@]2(CCN(c3ncccn3)C2)C1	6%	19%	-8%
COc1cc(NC(=O)Cn2nnc(-c3ccccc3N)n2)cc(OC)c1	?	-3%	?
Oc1ccccc1-c1nc(NCC2CCCO2)c2ccccc2n1 (centres undefined)	?	-7%	?
COc1ccc(C2(CNC(=O)C(=O)Nc3ccccc3C)CCCC2)cc1OC	23µM*	-6%	18µM*
COc1cc(N/C(=N/S(=O)(=O)c2ccccc2)c2ccccc2)ncn1	-5%	·	0%
CC(=O)Nc1ccc(NC(=O)c2nc(S(=O)(=O)Cc3ccc(F)cc3)ncc2Cl)cc1	0.73µM*	-4%	0.41µM*
CC(C)c1ccc(CN(C(=O)c2ccco2)C2CCS(=O)(=O)C2)cc1 (centres undefined)	-3%	0%	-27%
Cc1ccc(Nc2cc(Cl)nc(N)n2)c([N+](=O)[O-])c1	-27%	·	-16%
O=C(NCCc1ccccc1F)C1CC(=O)N(c2ccccc2)C1 (centres undefined)	-3%	0%	5%
Cn1c(SCC#N)nnc1-c1cnccn1	-3%	-4%	6%
COc1ccc(OC)c(NS(=O)(=O)c2ccc(Cl)nc2)c1	8%	0%	-16%
O=C(c1ccc2c(c1)OCO2)N1CCNc2ccccc2C1	-13%	2%	-13%
O=S(=O)(c1ccccc1)N1CCC2(CCCN(Cc3nccs3)C2)CC1	3%	-7%	?
O=C(CSc1ncc(S(=O)(=O)c2ccccc2)c(=O)[nH]1)Nc1ccccc1Cl	-1%	-13%	0%
COc1cccc(Nc2sc(C(=O)c3ccc(Cl)cc3)c(N)c2C(=O)NCCc2ccc(OC)c(OC)c2)c1	?	-16%	?
COCCNc1ccnc(-c2ccccc2C)n1	-9%	-6%	1%
COc1ccc(NC(=O)CN(C)CCOc2ccc(Cl)cc2)cc1OC	?	10%	?
CCCCNc1nc(Oc2ccc(=O)n(-c3ccccc3)n2)nc(N(CC)CC)n1	?	-19%	?
NS(=O)(=O)c1ccc(CCNC(=O)CNC(=O)c2ccc(F)cc2)cc1	12%	-5%	0%
CN(CC(=O)Nc1ccccc1Cl)CC(=O)Nc1sc2c(c1C(N)=O)CCC2	26µM*	-6%	18µM*
COc1ccc(-n2nc(C(=O)N(C)c3cccc(C(F)(F)F)c3)c3c4ccccc4n(C)c3c2=O)cc1	-10%	0%	-10%
CCOc1ccc(/C=C2/SC(=S)N(C(C(=O)O)c3ccccc3)C2=O)cc1OCC (centres undefined)	-8%	?	-28%
O=C(Nc1ccc(S(=O)(=O)Nc2cnc3ccccc3n2)cc1)c1ccc(Cl)c([N+](=O)[O-])c1	?	-23%	?

Some of the compounds tested; rates above refer to the full screens.
